Source: PubChem
aSyn UTR inh = 5' untranslated region of α-synuclein, MLPCN primary screen; inhibition, % (tested at 7.5 µM); 300,000 compounds, 0.82% hits; alpha-synuclein 5'UTR reporter, inhibitor activity; in the data active = inhibition above about 60%; inconclusive = no clear call, values can overlap the other calls;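 also: H4 neuroglioblastoma cells stably carrying SNCA 5'UTR luciferase fusion; 0% = DMSO wells and 100% = positive control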
SKKanGAS inh = SKKanGAS growth inhibition | AID 1662 | S. pyogenes SKKanGAS, kanamycin growth, BacTiter-Glo, 6 h | inhibition, % at 7.5 µM | 300,000 compounds, 1.3% hits;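 active = mean replicate score, as percent of positive control median, at least 50; inconclusive = mean below 50 but one replicate at or above 50; inactive = mean and every replicate below 50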;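 also: strain carries kanamycin resistance gene driven by streptokinase promoter and grows in 40 µg/ml kanamycin; loss of luminescence reflects streptokinase promoter inhibition or plain growth inhibition; 0% = median of DMSO wells and 100% = positive control at its reference dose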
KLF5 inh = kruppel-like factor 5 inhibition; DLD-1 KLF5 promoter-luciferase reporter, luminescence; inhibition, % at 5 µM; 290,000 compounds, 0.23% hits; AID 1700;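 active = inhibition above a per-plate limit of that plate's mean compound inhibition plus 3 SD, cut at about 60% in these data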;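 also: 0% = DMSO wells and 100% = LY294002 at 200 µM; higher means less KLF5 promoter-driven luciferase light; inactives centre near -14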
Platelet DG rel = platelet dense granule release activity. human platelet-rich plasma, SFLLRN dense granule ATP release, luminescence. inhibition, %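 (compounds screened at 7.5 µM in platelet-rich plasma)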. 300,000 compounds, 0.22% hits. AID 1663;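 active = mean replicate score, as percent of positive control, at or above 50; inconclusive = mean below 50 but at least one replicate at or above 50; inactive = mean and every replicate below 50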
IEC-6 tox = kills IEC-6 intestinal cells in KLF5 counter-screen | IEC-6 cytotoxicity, luminescence viability | inhibition, % at 5 µM | 290,000 compounds, 0.78% hits | AID 1825; in the data active = inhibition above about 22%;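 also: 0% = plate median of test compound wells and 100% = cytotoxic reference compound wells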
AI-2 QS mod = modulators of Vibrio harveyi AI-2 quorum sensing system; Vibrio harveyi JMH597 AI-2 luminescence/OD600 ratio, 9 h; stronger effect = lower value; strain lacks LuxN and CqsS sensors; 0 = neutral-control median; activity change, % at 7.5 µM; 300,000 compounds, 0.4% hits; in the data active = activity change below about -75%, passing the limit was not always enough; inconclusive = no clear call, values can overlap the other calls;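 also: luminescence divided by OD600 gain over 9 h not by final OD600 alone; inactives centre near 13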
HIF activator = HIF pathway transcriptional activation; U2OS HRE-luciferase reporter, luminescence; normalized: DMSO 0%, desferrioxamine 100%; 300,000 compounds, 0.32% hits; activation, % at 7.5 µM (by protocol); AID 1910;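 active = mean activation of at least 10% of the iron chelator positive control signal, with at least half of replicates also reaching 10%; inconclusive = mean and replicate majority disagree about reaching 10%; inactive = mean and most replicates under 10%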
HSP90 inh = blocks HSP90-mediated luciferase refolding in reticulocyte lysate; Rabbit reticulocyte lysate, luciferase refolding luminescence, 3 h; inhibition, % at 5.6 µM; 290,000 compounds, 0.91% hits;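 active = inhibition above the screen-wide mean plus 3 SD, computed separately per campaign, cut at about 16% in these data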;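 also: 0% = DMSO wells and 100% = 60 µM geldanamycin wells; inhibitors lower the luminescence because luciferase stays unfolded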
HSF-1 act = increases HSF-1 driven luciferase reporter signal | NIH3T3-HGL HSF-1 luciferase reporter, MG132, 8 h; 100% = twice DMSO control signal | activation, % at 9 µM | 300,000 compounds, 1.7% hits;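 active = mean replicate activation of at least 50% with a set share of replicates each reaching 50%; inconclusive = only one of those two conditions met; inactive = mean below 50% and too few replicates reaching it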;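 also: 0% = median of the neutral control wells and 100% = twice that signal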
HSF1 inh = HSF1 inhibition; NIH3T3-HGL HSE-luciferase, MG132-induced, luminescence 8 h; stronger effect = lower value; activity change, negative = inhibition, % at 7.5 µM (by protocol); 300,000 compounds, 0.77% hits;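 active = more than half of replicate wells show activity change below -50%, luminescence cut by over half; inconclusive = some wells, but at most half, below -50%; inactive = no replicate well below -50%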;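 also: luciferase reports HSF-1 transcriptional activity via heat shock element; 0% = median of DMSO wells and -100% = zero luminescence signal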
* marks the source's active call; other numbers are inactive results; ? = inconclusive; nt = not tested or not shown.

1	O=C(Nc1cccc(C(F)(F)F)c1)c1cc2c(s1)-c1ccccc1OC2
2	CCCCN(Cc1cc2cc(OC)ccc2[nH]c1=O)C(=O)COc1ccccc1
3	CCOC(=O)CSc1nnc([C@H](Cc2ccccc2)NC(=O)OC(C)(C)C)o1
4	CCCCCSc1nc2c(c(=O)[nH]c(=O)n2C)n1C(C)C
5	CC1=C/C(=C(\c2ccc(O)c(C)c2)c2ccccc2S(=O)(=O)O)C=CC1=O
6	COc1ccc(CCNC(=O)C2CCC(CNS(=O)(=O)c3ccccc3)CC2)cc1OC (stereo unspecified)
7	COCc1nnc(NS(=O)(=O)c2ccccc2)s1
8	CCNC(=O)CN1C(=O)NC2(CCCCCC2)C1=O
assay / compound	1	2	3	4	5	6	7	8
aSyn UTR inh	-60	-21	-20	40	12	-10	-6	-15
SKKanGAS inh	1	-1	0	7	-5	4	4	nt
KLF5 inh	-8	1	-21	-12	-12	-42	6	-37
Platelet DG rel	3	-2	6	-3	10	-5	-7	-1
IEC-6 tox	2	4	6	-3	3	-4	10	-3
AI-2 QS mod	11	37	12	18	5	5	6	26
HIF activator	0.0	-0.2	0.0	-0.5	0.7	0.4	0.1	-0.2
HSP90 inh	-3	-1	4	-3	1	-3	0	3
HSF-1 act	3	29	21	-7	-9	-6	-4	nt
HSF1 inh	-7	18	2	4	-8	8	-2	nt

9	Cc1cc(C)nc(SCC(=O)c2cc3ccccc3oc2=O)n1
10	CN(CCCC(=O)NCc1ccc2c(c1)OCO2)S(=O)(=O)c1ccc([N+](=O)[O-])cc1
11	CC(C)C(=O)Nc1cccc(-c2nc3ccccc3o2)c1
12	Clc1cccc(Cl)c1C1Nc2cccc3cccc(c23)N1
13	NC(=O)c1cccnc1Nc1ccccc1F
14	O=C(O)c1cccc(Cn2cc(Cl)cn2)c1
15	COCc1c(C(=O)OCc2nc(N)nc(Nc3ccccc3C)n2)oc2ccccc12
16	O=[N+]([O-])c1ccc(O)c(/C=N/Nc2ccccc2[N+](=O)[O-])c1
assay / compound	9	10	11	12	13	14	15	16
aSyn UTR inh	-24	6	-37	42	-45	-12	31	-63
SKKanGAS inh	4	23	-1	59*	-5	-5	-1	18
KLF5 inh	-8	-17	-11	-16	-32	-24	13	-115
Platelet DG rel	5	1	1	11	1	-1	0	3
IEC-6 tox	-7	-5	0	-10	1	1	-1	2
AI-2 QS mod	23	-1	5	3	0	13	11	6
HIF activator	0.4	-0.4	1.7	-1.0	0.9	0.0	-0.9	1.4
HSP90 inh	1	4	-1	5	1	3	-2	0
HSF-1 act	-20	1	-21	-7	16	27	5	-10
HSF1 inh	-13	1	-11	-5	-2	2	-2	2

3 entries picked at random from those above:
8	CCNC(=O)CN1C(=O)NC2(CCCCCC2)C1=O
3	CCOC(=O)CSc1nnc([C@H](Cc2ccccc2)NC(=O)OC(C)(C)C)o1
12	Clc1cccc(Cl)c1C1Nc2cccc3cccc(c23)N1
assay / compound	8	3	12
aSyn UTR inh	-15	-20	42
SKKanGAS inh	nt	0	59*
KLF5 inh	-37	-21	-16
Platelet DG rel	-1	6	11
IEC-6 tox	-3	6	-10
AI-2 QS mod	26	12	3
HIF activator	-0.2	0.0	-1.0
HSP90 inh	3	4	5
HSF-1 act	nt	21	-7
HSF1 inh	nt	2	-5

Next part
17	COc1cccc2sc(NNC(=O)C3COc4ccccc4O3)nc12 (stereo unspecified)
18	COc1cc(C)nc(NC(=O)COc2ccc(Cl)cc2C)n1
19	O=C(O)c1c(-c2ccccc2)c(-c2ccccc2)nc2ccccc12
20	COc1ccccc1N(C)S(=O)(=O)c1ccc(C(=O)N(CC(N)=O)C(C)C)cc1
21	CCS(=O)(=O)Nc1ccc(C2=NN(C(=O)c3ccccc3)C(c3cccs3)C2)cc1 (stereo unspecified)
22	CSc1nc2nccc(-c3ccc4c(c3)OCO4)n2n1
23	CC1CC(C)CN(C(=O)COC(=O)CNC(=O)C23CC4CC(CC(C4)C2)C3)C1 (stereo unspecified)
24	O=C(C1CCCN(Cc2ccc(F)cc2)C1)N1CCCCC1 (stereo unspecified)
assay / compound	17	18	19	20	21	22	23	24
aSyn UTR inh	-12	-9	-22	-32	-17	22	-8	4
SKKanGAS inh	-4	0	-8	2	-1	0	-2	-1
KLF5 inh	-26	13	-25	-14	-16	-14	nt	-7
Platelet DG rel	-6	-3	-2	-1	-2	-2	-5	-5
IEC-6 tox	9	-6	-7	1	7	6	nt	-6
AI-2 QS mod	-4	28	1	20	28	29	10	11
HIF activator	-0.1	0.9	0.7	-0.2	0.0	-0.4	0.2	-0.7
HSP90 inh	1	-2	-5	9	0	0	nt	-1
HSF-1 act	-6	-3	-6	14	4	-16	11	7
HSF1 inh	-3	3	-4	-6	-6	-2	-4	0

25	COc1ccc(N2Cc3ccccc3C2=NC(=O)c2ccc(C)cc2)cc1OC
26	Cc1ccc(C)c(NS(=O)(=O)c2cc(C(=O)NCc3ccccn3)ccc2Cl)c1
27	CCN(CC(=O)Nc1c(F)cccc1F)C(=O)c1ccc2c(c1)OCCO2
28	CCN(CC)S(=O)(=O)c1cc(Br)c(C)cc1OC
29	COc1ccc(-c2ccc(NS(=O)(=O)c3cc([N+](=O)[O-])ccc3C)cc2)nn1
30	C/C(Cc1ccccc1)=N\NC(=O)CCCCCC(=O)N/N=C(\C)Cc1ccccc1
31	CCOCCCn1c(C)nc2c[n+](CC(=O)c3ccc4ccccc4c3)cc(Br)c21
32	COC(=O)C1=C(C)N(c2ccc(Cl)cc2)/C(=C/c2cccs2)C1=O
assay / compound	25	26	27	28	29	30	31	32
aSyn UTR inh	18	1	-16	8	-21	19	11	12
SKKanGAS inh	5	-2	-7	4	15	1	8	-4
KLF5 inh	-30	-4	nt	0	-31	-34	-23	-23
Platelet DG rel	-2	-14	-50	8	-13	0	8	7
IEC-6 tox	-5	-9	nt	1	-5	0	1	-7
AI-2 QS mod	1	21	26	10	7	7	6	10
HIF activator	0.8	0.2	0.0	0.0	0.4	-0.5	-0.9	0.0
HSP90 inh	1	2	nt	1	-3	-6	0	7
HSF-1 act	2	6	35	17	2	5	-19	-8
HSF1 inh	5	-1	16	0	-1	4	-3	3

Additional entries
Below each compound – aSyn UTR inh	SKKanGAS inh	KLF5 inh	Platelet DG rel	IEC-6 tox	AI-2 QS mod	HIF activator	HSP90 inh	HSF-1 act	HSF1 inh
33) CCOC(=O)c1c(C)[nH]c(C(=O)OCC(=O)c2ccccc2)c1C
    -99	-1	nt	9	nt	-1	2.1	nt	-24	-1
34) O=C(O)CC1(CC(=O)Nc2ccc(F)cc2F)CCCCC1
    -1	0	4	11	5	12	-0.4	4	4	-4
35) CC(C)(C)NC(=S)NC(C)(C)C
    3	-4	-6	-1	-4	6	0.4	2	12	-7
36) C#CC[N+]1(CC#Cc2ccccc2)CCOCC1
    -33	-3	-14	3	-2	0	0.6	-1	-31	-12
37) CCNc1nc(NCC)n2c(SCC(=O)Nc3cccc(F)c3)nnc2n1
    5	-10	nt	14	nt	44	-0.3	nt	-3	-3
38) Cc1ccsc1/C=N/NC(=O)c1ccc2c(c1)OCCO2
    17	3	-18	6	8	21	-0.6	12	33	2
39) O=C(Cn1cncn1)c1ccc(Cl)cc1
    0	-1	-8	0	-8	12	0.2	-2	15	-4
40) O=C(O)CSc1cc(C(F)(F)F)nc(-c2ccccn2)n1
    6	0	8	-3	6	4	0.1	5	-4	-5
41) CCCNC(=O)c1ccc(N2CCC3(CC2)CC(c2cccc(Br)c2)=NO3)c(NC(=O)c2cccc(C)c2)c1
    32	24	nt	7	nt	15	-1.3	nt	22	2
42) CCCC(C)NC(=O)COC(=O)c1ccccc1SCC(=O)NC(C)CCC (stereo unspecified)
    14	-5	-1	-1	3	26	-0.2	1	4	-3
43) Cc1cc(NC(=O)/C=C/c2ccccc2)no1
    -156	-2	-119	12	2	1	2.1	5	42	23
44) Cc1cc(C(F)(F)F)nc(SCc2ccc(C(=O)O)o2)n1
    5	2	-22	-2	-4	15	-1.2	-1	-57	?
45) CC(C)(C)c1nc2ccccc2[nH]1
    11	15	-2	-6	2	21	-0.1	5	42	20
46) CSc1nsc(SCC(=O)Nc2ccc3c(c2)OCCO3)n1
    -136	-22	-85	1	7	36	4.8	4	55*	24
47) COC(=O)c1ccccc1-c1ccc(/C=N/Nc2nc(N3CCCC3)nc(N3CCCC3)n2)o1
    16	22	-9	0	-3	-2	1.3	0	5	-6
48) CCC(C(=O)NC(C)(C)C)N(Cc1ccco1)C(=O)CNS(=O)(=O)c1ccc(OC)cc1 (stereo unspecified)
    -1	0	4	2	0	-2	-0.7	4	-4	-5
49) Cc1ccc(/C=N/NC(=O)c2ccc(N(C)S(=O)(=O)c3ccccc3)cc2)cc1
    24	1	-12	-12	6	74	-0.2	-2	-2	-1
50) COc1ccc(N2CCN(CC(=O)Nc3ccc(SC(F)F)cc3)CC2)cc1
    15	-18	8	13	-2	-23	0.1	3	nt	nt
51) Cc1nnc(SCc2nnc(-c3ccccc3)o2)n(N)c1=O
    -21	0	2	1	1	9	0.2	7	15	-2
52) Cc1ccc(-n2c(C)nn(-c3ncc(C(F)(F)F)cc3Cl)c2=O)cc1
    1	-3	-35	-4	6	7	-13	1	-39	-31
